Bioassay records from PubChem BioAssay.
KCNH2 3.1 block = blocks the human KCNH2 3.1 channel isoform; activity change, % (tested at about 1.8 µM); actives 0.95% (n = 340,000); AID 720553; U2OS KCNH2 3.1, thallium flux FluxOr; hits give low values;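 active = maximum activity change below -70%; inconclusive = maximum activity change from -70% to -50%; inactive = maximum activity change above -50%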;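 also: thallium influx rate constant from kinetic fluorescence after stimulation buffer; % is scaled to controls: 0 for no effect and ±100 for the full control effect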
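Steps: virus added to U2OS suspension (4 h, RT, dark); medium with 10% FBS added, cells plated, 37 C overnight; FluxOr/Red40 loading buffer 45 min RT; stimulation buffer, 2 min kinetic read; rate constant normalized.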
Rab9 promoter act = Rab9 promoter activation. Potency, µM (series often up to 9.22 µM), for the others: at the highest dose activation, negative = inhibition, most hits filed as activators. Huh7 Rab9 promoter-luciferase reporter, luminescence, 24 h. actives 2.8% (n = 320,000); also: potency is read from the fitted curve at half-maximal effect; % of control where 0% means no effect; nearly all actives have a fitted effect of over 60% in size
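Steps: seed 1500 Huh7 Rab9-luc cells per well, rest 2 h at 37 °C; add compound in DMSO; incubate 24 h; add luciferase reagent, 10 min ambient; read luminescence.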
uPA generation = blocks generation of uPA at the cell surface; actives 0.31% (n = 330,000); cell surface uPA generation assay, qHTS; AID 540303; Potency, µM (highest dose often 38.3 µM), for the others: at the highest dose activity change, negative = inhibition, hits mostly inhibitors; active = well fitted inhibition curve with a large enough effect; inconclusive = small, poorly fitted or top-dose-only effect; inactive = no such curve, though single readings can be large or run the other way; tested in mouse RAW 264.7 cells; also: potency is read from the fitted curve at half-maximal effect; % is scaled to controls: 0 for no effect and ±100 for the full control effect; nearly all actives have a fitted effect of over 55% in size
NPC1 promoter act = NPC1 promoter activation; Huh7 NPC1 promoter luciferase reporter, 24 h; Potency, µM (titrated, usually from 9.22 µM), for the others: top-dose activation, most hits filed as activators; actives 2.4% (n = 320,000); AID 485313;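 also: potency is read from the fitted curve at half-maximal effect; % of control where 0% means no effect; nearly all actives have a fitted effect of over 60% in size; reporter is driven by a mutant NPC1 promoter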
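Huh7 cells stably carrying NPC1 promoter–luciferase, plated in Opti-MEM with 10% FBS for 2 h, were exposed to compound in DMSO for 24 h at 37 °C; luciferase reagent was added for 10 min and luminescence read.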
Tb PFK inh = T. brucei PFK enzyme inhibition; Potency, µM (doses to about 57.5 µM), without a hit: at the top dose activity, negative = inhibition, most hits filed as inhibitors; AID 485367; T. brucei PFK, ADP-Glo luminescence; O15648; actives 0.17% (n = 330,000);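 also: potency is read from the fitted curve at half-maximal effect; 0% = uninhibited 1x PFK enzyme wells and -100% = no-enzyme wells; nearly all actives have a fitted effect of over 60% in size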
Target sequence (O15648 whole entry, looked up): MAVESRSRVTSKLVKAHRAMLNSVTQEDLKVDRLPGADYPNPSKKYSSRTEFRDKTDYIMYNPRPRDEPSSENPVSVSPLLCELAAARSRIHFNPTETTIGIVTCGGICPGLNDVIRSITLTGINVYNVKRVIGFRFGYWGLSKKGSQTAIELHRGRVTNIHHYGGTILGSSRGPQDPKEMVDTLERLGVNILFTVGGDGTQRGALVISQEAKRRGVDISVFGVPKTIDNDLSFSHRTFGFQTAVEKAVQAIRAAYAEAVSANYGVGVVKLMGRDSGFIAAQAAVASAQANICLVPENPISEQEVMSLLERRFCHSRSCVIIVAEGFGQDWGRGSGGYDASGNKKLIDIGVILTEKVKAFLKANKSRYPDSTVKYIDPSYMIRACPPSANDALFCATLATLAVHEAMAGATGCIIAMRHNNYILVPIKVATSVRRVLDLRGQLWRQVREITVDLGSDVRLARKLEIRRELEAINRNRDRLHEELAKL
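Luminescent ADP detection (ADP-Glo, two-step: ATP depletion then ADP-to-ATP conversion for luciferase) reported PFK activity after 45 min room-temperature reaction of 1.25 nM enzyme with 0.5 mM F6P and 0.1 mM ATP at pH 8.0.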
RORg inh = blocks mouse ROR gamma transcriptional activity; Drosophila S2 Gal4-RORgamma UAS-luciferase reporter, 20 h; P51450; Potency, µM (series often up to 53.6 µM), for inactives: at the top dose activity change, negative = inhibition, actives largely listed as inhibitors; actives 5.4% (n = 310,000); also: potency is read from the fitted curve at half-maximal effect; % is scaled to controls: 0 for no effect and ±100 for the full control effect; nearly all actives have a fitted effect of over 60% in size
Target sequence (P51450 whole entry, looked up, the tested form may be a part): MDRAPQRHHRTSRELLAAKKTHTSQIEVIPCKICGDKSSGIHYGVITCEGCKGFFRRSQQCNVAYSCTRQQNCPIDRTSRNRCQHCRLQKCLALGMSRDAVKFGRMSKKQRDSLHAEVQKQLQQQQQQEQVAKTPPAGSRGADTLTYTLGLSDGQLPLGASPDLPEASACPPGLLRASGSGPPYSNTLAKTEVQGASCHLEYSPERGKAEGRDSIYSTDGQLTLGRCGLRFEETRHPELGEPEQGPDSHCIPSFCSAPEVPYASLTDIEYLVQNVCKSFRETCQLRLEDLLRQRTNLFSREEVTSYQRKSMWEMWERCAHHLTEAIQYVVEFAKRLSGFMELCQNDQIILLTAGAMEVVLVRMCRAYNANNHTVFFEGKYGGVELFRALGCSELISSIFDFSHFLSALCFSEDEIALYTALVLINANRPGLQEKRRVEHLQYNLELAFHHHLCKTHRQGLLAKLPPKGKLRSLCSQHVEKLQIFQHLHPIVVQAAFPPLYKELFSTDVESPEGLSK
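Compounds are pin-transferred onto Drosophila Schneider cells expressing a copper-inducible Gal4–ROR gamma transactivation domain fusion. After 1 hr, copper sulfate is added to 700 uM final; luciferase is read 20 hr later.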
ELG1 genotox = induces genotoxicity in HEK293T cells with luciferase-tagged ELG1 | HEK293T ELG1-luciferase reporter, luminescence, 16 h | actives 1.3% (n = 330,000) | Potency, µM (series often up to 46 µM), without a hit: top-dose activity change, positive = activation, usual class: activators; also: potency is read from the fitted curve at half-maximal effect; % of control where 0% means no effect; nearly all actives have a fitted effect of over 60% in size
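Reporter readout depends on ELG1 protein level, which increases with genetic stress. After 16 hr compound exposure at 37 °C, luciferase activity was quantified using ONE-Glo.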
Gal4-VP16 FLuc = Gal4-VP16 reporter inhibition counter-screen; Potency, µM (highest dose often 53.6 µM), without a hit: top-dose activity, negative = inhibition, usual class: inhibitors; Drosophila S2 Gal4-VP16 UAS-luciferase, luminescence, 20 h; actives 3.5% (n = 310,000);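 also: Gal4-VP16 expression switched on by copper sulfate through the metallothionein promoter; potency is read from the fitted curve at half-maximal effect; % is scaled to controls: 0 for no effect and ±100 for the full control effect; nearly all actives have a fitted effect of over 50% in size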
Coupling enz = coupling enzyme interference in Giardia aldolase counter-screen; actives 0.67% (n = 290,000); AID 2472; activity change, negative = inhibition, % at 58.2 µM, hits read low; coupling enzyme system counterscreen, AmpLite Red fluorescence; in the data active = activity change below about -30%; also: % is scaled to controls: 0 for no effect and ±100 for the full control effect
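Counterscreen lacking aldolase: glyceraldehyde-3-phosphate coupling-enzyme reagent preincubated 10 min at RT with compound (at 57.5 uM final), then substrate/coupling system with AmpLite Red added; fluorescence read at 525/598 nm after 20 min RT.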
Giardia killer = kills Giardia lamblia. Giardia lamblia trophozoite viability. actives 0.15% (n = 340,000). AID 540267. activity change, % at 7.66 µM, hits read low; in the data active = activity change below about -80%; inconclusive = between about -30% and that limit;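 also: parasites exposed to compound for two days anaerobically before the ATP read; % is scaled to controls: 0 for no effect and ±100 for the full control effect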
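Trophozoite viability was measured as ATP-dependent luminescence, read 15-30 min after reagent addition. Before that, parasites at 100 cells/well were exposed to compounds for 48 h, anaerobically, at 37 deg C.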
FLuc counter = counter-screen for miR-21 project: firefly luciferase inhibitors or activators. actives 6.9% (n = 360,000). AID 588342. purified FLuc, Km substrates, luminescence inhibition. Potency, µM (titrated, usually from 57.5 µM), inactives show at the highest dose activity change, negative = inhibition, hits mostly inhibitors. P08659;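 also: potency is read from the fitted curve at half-maximal effect; plate controls were vehicle for no effect and reference inhibitor for full effect; nearly all actives have a fitted effect of over 55% in size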
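Purified P. pyralis luciferase, 10 nM final, with Km-level 10 uM D-luciferin and 10 uM ATP in 50 mM Tris acetate pH 7.5, 10 mM Mg acetate, 0.01% Tween-20, 0.05% BSA; 6-point qHTS titration about 60 µM downward; luminescence read.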
* marks the source's active call; other numbers are inactive results; ? = inconclusive; nt = no result given; [ ] = remark or other dose. Unless noted, calls follow the shape of the dose curve; as a rule, active = well fitted curve in the direction sought with a large enough effect; inconclusive = small, poorly fitted or top-dose-only effect, or another doubt; inactive = no such curve, though single readings can be large; an effect the other way counts as inactive or inconclusive. Random draw from the library. Share with any hit: about 14%.

SMILES | KCNH2 3.1 block | Rab9 promoter act | uPA generation | NPC1 promoter act | Tb PFK inh | RORg inh | ELG1 genotox | Gal4-VP16 FLuc | Coupling enz | Giardia killer | FLuc counter
CCc1nnc(NC(=O)c2cccc(C(=O)Nc3nnc(CC)s3)n2)s1 | 0 | -42%[inhibitor] | -1% | -32%[inhibitor] | 7% | 0.018µM* | -8% | 0.18µM* | -1 | -4 | 19µM*
Fc1ccccc1/C=N/n1c(COc2ccccc2)n[nH]c1=S | -22 | 1% | 2% | -1% | ? | 6.3µM* | -1% | ? | 13 | 18 | -4%
COc1ccc(N=Cc2cc3c(cc2O)OC(N)=C(C#N)C3c2ccccc2)cc1 (stereo not given) | -14 | -5% | -9% | -1% | -5% | -12% | -2% | ? | -11 | -10 | -24%
CC1(C)CCN(Cc2ccccc2)C1CC#N (stereo not given) | 2 | 1% | 0% | 1% | 1% | 14% | -2% | 7% | -3 | -26 | 0%
CCC(=O)Oc1ccc(C/C(=N\O)c2ccc(O)cc2O)o1 | -26 | -2% | -18% | -3% | -8% | 2.2µM* | -1% | ? | -4 | 6 | -13%
O=C(O)CCC(C(=O)O)n1c(O)c(C2=c3ccccc3=NC2=O)sc1=S (stereo not given) | -8 | -1% | 0% | 1% | 5% | -9% | -8% | -4% | -15 | 8 | -16%
C=CCNC(=O)c1ccc(NC(=O)C2=CSCCO2)cc1 | -7 | 0.79µM* | ? | 0.89µM* | -16% | -35% | ? | -26% | -1 | ? | 12µM*
Cc1c(Cl)cnc(NC(=O)CSc2nncs2)c1Cl | 26 | -3% | 1% | -2% | 5% | 20% | 11% | -16% | -1 | -4 | -2%
Cc1ccc(-n2c(SCc3nnc4n3CCC4)nnc2-c2ccccc2)cc1 | -8 | -1% | 0% | -1% | -1% | 0% | 3% | -5% | 3 | -5 | -4%
CC(C)c1ccc(C(=O)OCC(=O)c2c(N)n(C)c(=O)n(C)c2=O)cc1 | -3 | nt | 13% | nt | 1% | nt | -6% | nt | nt | -10 | nt
COc1ccc(S(=O)(=O)N(CC(=O)N/N=C/c2ccc(C(=O)O)cc2)Cc2ccccc2)cc1OC | 9 | 0% | 0% | 1% | 1% | -1% | -4% | 1% | 7 | 6 | 2%
COc1ccc(NC(=O)C2CCCN(C(=O)c3ccc(Cl)cc3)C2)cc1Cl (stereo not given) | -3 | 0% | -7% | 9% | 4% | nt | -3% | nt | nt | -13 | -20%
O=[N+]([O-])c1ccc(CN2C=NS(=O)(=O)c3ccccc32)cc1 | -10 | 7% | 2% | -3% | -2% | 0% | -5% | -13% | -2 | -11 | -1%
O=C(NC1CCCC1)C1c2ccccc2C(=O)N1CCCN1CCOCC1 (stereo not given) | 21 | -5% | -10% | -1% | 1% | 2% | 1% | 6% | 2 | 0 | 4%
CC1(CO)COC(c2ccccc2)=N1 (stereo not given) | 6 | 5% | 4% | -27% | -4% | 3% | 4% | 0% | 3 | -2 | 3%
COc1ccc2c(c1)[nH]c1c(=O)n(CC3CCCO3)cnc12 (stereo not given) | 2 | ? | nt | 16% | 5% | -14% | ? | -14% | -6 | -2 | ?
O=C(O)CCc1nc(-c2cccs2)no1 | 1 | -1% | -3% | -6% | 2% | 3% | -1% | 1% | 1 | -4 | 2%
Cc1c(C(=O)OCC(=O)NCc2ccc3c(c2)OCO3)cccc1[N+](=O)[O-] | 1 | -1% | 6% | 0% | -4% | -9% | 2% | -20% | -4 | -4 | -3%
N#Cc1cc(-c2ccccc2)nnc1Sc1ccc(Cl)cc1 | 14 | 2% | -3% | -1% | -3% | 16% | 11% | -4% | 0 | -14 | -2%
C/C(=N\NC(=O)c1cc(C)nc2ccccc12)c1cccs1 | 7 | -9% | -22% | 0% | -5% | -33% | -2% | -4% | 3 | 4 | 0%
CCOc1ccc(NC(=O)CN(C)C(=O)Cc2n[nH]c(=O)c3ccccc23)cc1OCC | 1 | 5% | 0% | 0% | -13% | nt | 5% | nt | nt | 2 | nt
CC(C)c1ccc(CN2CCC(Oc3ccc(C(=O)N4CCCC4)cc3)CC2)cc1 | ? | -6% | ? | 0% | 0% | 0% | -8% | -4% | 1 | 29 | 0%
O=[N+]([O-])c1cnn2cc(Br)cnc12 | -3 | -2% | 3% | 0% | 6% | -14% | -1% | -4% | -1 | -14 | 0%
O=S(=O)(NC1CCN(Cc2ccccc2)CC1)c1cccc2cccnc12 | -2 | -4% | nt | -1% | 12%[0.46 µM] | -42% | -1% | -2% | -2 | -3 | 1%
Cc1ccc(C(=O)Cn2c3[n+](c4ccccc42)CC(O)CS3)cc1 (stereo not given) | 4 | -1% | 0% | 0% | -3% | -43% | -1% | -3% | 2 | 2 | -1%
New compounds follow.
SMILES | KCNH2 3.1 block | Rab9 promoter act | uPA generation | NPC1 promoter act | Tb PFK inh | RORg inh | ELG1 genotox | Gal4-VP16 FLuc | Coupling enz | Giardia killer | FLuc counter
Cc1cccc(N2CCN(C(=O)c3cc(S(=O)(=O)N4CCOCC4)cn3C)CC2)c1C | -6 | -1% | 0% | -7% | 4% | -2% | 0% | -5% | 0 | -20 | 3%
CCN(CC(=O)Nc1c(F)cccc1F)C(=O)/C=C/c1ccc(Br)s1 | 8 | -2% | 5% | -1% | 1% | nt | -3% | nt | nt | -8 | -9%
CN1CCN(NC(=O)CN(C)S(=O)(=O)c2cc(Cl)ccc2Cl)CC1 | -26 | 0% | 3% | 2% | 5% | 0% | 0% | 11% | 2 | 3 | 4%
O=C(CNC(=O)c1ccco1)OCC(=O)c1ccc([N+](=O)[O-])cc1 | -9 | 2% | 5% | -2% | ? | 19% | -2% | 4% | 1 | -5 | 1%
Nc1c(C(=O)N/N=C/c2cccnc2)oc2nc(-c3ccco3)cc(-c3ccco3)c12 | 6 | -5% | 6% | -1% | 0% | -1% | -8% | 2% | -7 | -3 | -10%
CCCCNc1oc(-c2ccc(OC)cc2)nc1S(=O)(=O)c1ccccc1 | -2 | -2% | nt | -1% | 3% | -26% | -7% | -7% | 2 | 4 | 2%
CC1(C)CC(=O)C(C(c2ccc(F)cc2)C2C(=O)CC(C)(C)CC2=O)C(=O)C1 | 9 | -1% | -6% | -2% | 2% | -2% | 4% | -19% | 4 | 4 | 2%
O=C(c1ccco1)N1CCN(C(=O)c2ccccc2OCc2ccc(Cl)cc2)CC1 | 9 | -12% | -6% | 1% | -5% | nt | -3% | nt | nt | 2 | 3%
O=S(=O)(Nc1nnc(C2CC2)s1)c1ccccc1 | 7 | 0% | -6% | 1% | -9% | -2% | -7% | -12% | 2 | 7 | 2%
CC(C)(C)c1ccc(C(=O)Nc2nnc(C3=COCCO3)o2)cc1 | -1 | -2% | -5% | -3% | 4% | 0.18µM* | -3% | ? | nt | -22 | 21µM*
COC(=O)c1ccccc1NS(=O)(=O)c1ccc2c(c1)oc(=O)n2C | 15 | 1% | 4% | -3% | 0% | 6% | 1% | -3% | 5 | -6 | 5%
C/C(=N\NC(=O)c1cccc([N+](=O)[O-])c1)c1ccncc1 | -2 | -1% | -7% | 10% | -11% | -41% | 4% | -14% | 0 | 19 | -4%
CSc1sc(-c2ccnc(SCC(=O)C(C)(C)C)n2)c2c1C(=O)CC(C)(C)C2 | -8 | -5% | 9% | -3% | -10% | 10% | -2% | 0% | 0 | 4 | -12%
O=C(C1CCN(C2CC(=O)N(c3cccc(Cl)c3)C2=O)CC1)N1CCCC1 (stereo not given) | 17 | -8% | -3% | 2% | -8% | -9% | -1% | -12% | -3 | -2 | -2%[2.3 µM]
Cc1[nH]c2ccc(C(=O)N3CCN(c4ccccc4Cl)CC3)cc2c1C | -30 | -6% | -1% | -2% | 1% | 8% | 3% | 3% | 0 | 2 | 0%
COCCOC(=O)C1=C(C)OC(N)=C(C#N)C1c1cc2cccc(C)c2nc1Cl (stereo not given) | -8 | -4% | -7% | 4% | -24% | ? | -1% | -10% | -7 | -15 | -18%
CC(C)NC(=O)CC(=O)N/N=C/c1ccc(Br)cc1 | -3 | 0% | -1% | -4% | 2% | 3% | -2% | -18% | 3 | -2 | 4%
CCN(CC(=O)NCc1ccco1)S(=O)(=O)c1ccc(F)cc1 | 5 | -1% | 1% | 1% | -2% | -7% | -3% | 4% | 0 | -14 | 1%
CC1C/C(=N\NC(=S)NC(C)C)CC(C)(C)C1 (stereo not given) | -10 | 2% | 0% | -2% | -2% | 1.6µM* | -13% | 4µM* | 1 | -14 | 7%
Nc1c2nc(-c3ccccc3Cl)[nH]c(=O)c2nc(=O)n1-c1ccccc1 | -4 | 19% | -12% | 27% | -3% | -4% | 6% | -12% | 7 | 13 | ?
O=C(NCC(c1ccco1)N1CCCC1)c1cc2cc(Cl)ccc2o1 (stereo not given) | -24 | -6% | 7% | 1% | -6% | nt | 1% | nt | nt | -7 | -19%
